Screening results deposited in PubChem by several laboratories.
rCAG RNA binder = molecules binding r(CAG) RNA repeats | inhibition, % at 3 µM | r(CAG) RNA repeat, TO-PRO-1 dye displacement fluorescence | 370,000 compounds, 1.3% hits | AID 651821;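 active = inhibition above the plate cutoff, the mean of all test compounds on that plate plus 3 SD, cut at about 35% in these data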;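 note: 0% = DMSO alone and 100% = 100 µM mitoxantrone as full dye displacement; higher means more dye released from RNA so lower well fluorescence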
mABHD4 FP = inhibits mouse alpha/beta hydrolase domain 4 | 370,000 compounds, 0.54% hits | AID 720543 | inhibition, % at 8.92 µM | purified mABHD4, FP-Rh probe fluorescence polarization | Q8VD66;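 active = inhibition exceeding the mean over every tested compound plus 3 SD, cut at about 30% in these data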;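 note: 0% = plate median of compound wells and 100% = S159A mutant with DMSO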
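System: mouse ABHD4 enzyme, wild type / Medium: HEPES pH 7.0, NaCl, Pluronic buffer / Reagent: FP-Rh activity-based fluorescent probe / Control set: S159A mutant high control, sample median low control / Detection: fluorescence polarization with parallel and perpendicular emission, 525/598 nm / Schedule: 45 min + 60 min at 25 °C / Compound dosing: 8.92 µM, single dose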
MBD2 inh = blocks human MBD2 binding to methylated DNA; Q9UBB5; TR-FRET, MBD2 binding to methylated oligonucleotide; inhibition, % at 4.4 µM; 370,000 compounds, 0.31% hits; in the data active = inhibition above about 13%
Target sequence (Q9UBB5 whole entry, looked up): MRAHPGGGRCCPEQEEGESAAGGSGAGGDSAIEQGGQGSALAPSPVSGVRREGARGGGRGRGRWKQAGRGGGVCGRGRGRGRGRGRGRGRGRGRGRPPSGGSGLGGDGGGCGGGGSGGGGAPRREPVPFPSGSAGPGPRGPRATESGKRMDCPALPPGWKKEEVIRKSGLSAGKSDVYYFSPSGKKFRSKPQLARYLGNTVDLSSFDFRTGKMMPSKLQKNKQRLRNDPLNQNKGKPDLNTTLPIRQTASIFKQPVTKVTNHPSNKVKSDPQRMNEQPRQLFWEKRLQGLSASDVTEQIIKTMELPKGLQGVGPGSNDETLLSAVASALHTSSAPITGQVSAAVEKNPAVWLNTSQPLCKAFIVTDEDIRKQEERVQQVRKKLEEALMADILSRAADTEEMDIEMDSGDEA
PG9 Ab binder = binds the HIV-1 gp120 antibody PG9 | TR-FRET gp120-PG9 antibody binding | inhibition, % at 6.7 µM | 360,000 compounds, 0.43% hits; in the data active = inhibition above about 8.5%
UHRF1 binding = UHRF1 methyl-DNA binding inhibition. Q96T88. UHRF1 binding to methylated oligo, TR-FRET. 370,000 compounds, 0.75% hits. inhibition, % at 4.4 µM; in the data active = inhibition above about 21%;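 note: UHRF1 SRA domain binding a hemimethylated CpG hairpin DNA probe; 0% = median of test compound wells and 100% = reference inhibitor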
LEDGF integ inh = blocks HIV-1 LEDGF/p75-dependent DNA integration | TR-FRET IN-LEDGF/p75 DNA integration, Eu/Cy5 | 370,000 compounds, 0.64% hits | inhibition, % at 3.7 µM;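 active = inhibition above the screen-wide mean plus 3 SD, cut at about 13% in these data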;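 note: signal is the Cy5 over europium emission ratio at 671 and 618 nm; 0% = plate median of compound wells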
HTRA1 inhibitor = blocks human HTRA1 serine peptidase | recombinant HTRA1, FP-rhodamine activity-based probe, fluorescence polarization | Q92743 | AID 504803 | inhibition, % at 5.96 µM | 340,000 compounds, 0.5% hits; in the data active = inhibition above about 36%;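 note: 0% = enzyme with DMSO and 100% = wells lacking enzyme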
PRMT1 FP inh = PRMT1 (human) inhibition, primary screen; Q99873; recombinant PRMT1, activity-based probe fluorescence polarization; inhibition, % at 2.79 µM; 370,000 compounds, 1.3% hits; AID 652257;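 active = inhibition above about 21% made by adding two undisclosed values, limit read from the data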
Target sequence (Q99873 whole entry, looked up): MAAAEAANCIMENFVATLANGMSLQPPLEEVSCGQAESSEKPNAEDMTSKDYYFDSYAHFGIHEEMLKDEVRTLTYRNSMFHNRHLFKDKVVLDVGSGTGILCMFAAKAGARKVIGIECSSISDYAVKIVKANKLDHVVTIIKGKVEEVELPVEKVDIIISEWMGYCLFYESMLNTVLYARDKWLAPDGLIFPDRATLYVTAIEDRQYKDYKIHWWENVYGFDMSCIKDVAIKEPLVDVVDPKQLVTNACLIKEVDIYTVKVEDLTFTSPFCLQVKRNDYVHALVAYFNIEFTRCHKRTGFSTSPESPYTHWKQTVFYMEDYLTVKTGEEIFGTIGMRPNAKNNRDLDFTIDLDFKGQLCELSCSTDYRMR
TCR CD3 inh = inhibitors of human TCR-CD3 interaction; inhibition, % at 9.4 µM; 360,000 compounds, 0.37% hits; AID 651800; TAMRA-labeled TCR probe fluorescence, biochemical; in the data active = inhibition above about 19%;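 note: recombinant mutant TCR 2C K166C tagged with TAMRA read by polarization; 0% = receptor in buffer alone and 100% = receptor with positive control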
NR1D1 modulator = modulators of human Rev-erb alpha DNA binding; P20393; Rev-erbα–FITC-DNA binding, fluorescence polarization, 90 min; activity, % at 10 µM; 370,000 compounds, 0.79% hits; AID 1259318;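 active = activity above about 14%, limit read from the data; passing the limit was not always enough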;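 note: 0% = DMSO wells with 35 nM protein and 100% = DMSO wells with 750 nM protein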
* hit, by the source's call; . = not tested or not shown. An excerpt, so the mix of outcomes need not match the whole.

SMILES	rCAG RNA binder	mABHD4 FP	MBD2 inh	PG9 Ab binder	UHRF1 binding	LEDGF integ inh	HTRA1 inhibitor	PRMT1 FP inh	TCR CD3 inh	NR1D1 modulator
O=S1(=O)CCN(C2CCCCCCCCCCC2)CC1	-2	1	-4	0.4	1	1	-12	-4	3	16
O=C(CCCN1CCC(C(=O)c2ccc(F)cc2)CC1)c1ccc(F)cc1	-9	2	5	4.9	1	-3	-4	1	-2	-1
COc1ccccc1-c1noc(-c2ccccc2C(=O)NCc2ccco2)n1	-2	-3	-3	-1.8	-2	0	7	2	5	1
C=CCn1c(SCC(=O)c2ccc(O)c(O)c2)nnc1-c1ccc(C)cc1	12	34*	0	-0.8	1	-4	60*	7	-1	-6
COc1ccc(NC(=S)Nc2ccc(S(N)(=O)=O)cc2)c(OC)c1	-1	4	-7	0.3	-1	0	9	1	9	3
COc1ccccc1Oc1cc(C#N)c(C#N)cc1-n1nnc2ccccc21	1	3	1	0.9	-4	0	-27	-3	3	-2
CC(C)NC(=O)C1(C)CCN1C(=O)C/C=C/c1ccccc1 (stereo not drawn)	2	3	-2	0.4	0	4	.	0	7	9
COc1ccc(NC(=O)Cc2nnc(SCC(=O)Nc3ccccc3)n2C)cc1	7	0	3	0.5	-1	-2	2	0	6	-1
Cc1ccc(C)c(NC(=S)NNC(=S)Nc2ccc(C(C)C)cc2)c1	25	12	-5	0.0	-1	-5	12	-8	6	3
CCc1ccccc1NC(=O)c1ccc(-n2c(C)ccc2C)cc1	11	3	2	0.4	0	3	-8	2	-4	6
Cc1ccc(-n2cccn2)c(CN2CCCC(C(=O)c3sccc3C)C2)c1 (stereo not drawn)	-7	3	-1	-1.8	-2	-2	-11	1	-5	-3
CCOC(=O)c1ccc(NC(=O)CSc2nc(N3CCOCC3)nc(N3CCOCC3)n2)cc1	-1	2	0	-1.4	2	-1	5	-4	1	-2
O=C1CCCC2=C1C(c1ccc(O)c(O)c1)c1c(ccc3ncccc13)N2 (stereo not drawn)	5	23	1	-0.8	0	1	.	21*	16	-28
CC1CCCCC12NC(=O)N(CC(=O)Nc1ccc3c(c1)OCCCO3)C2=O (stereo not drawn)	-2	0	3	0.1	-1	-1	-7	1	8	-8
CC(C)(C)OC(=O)N1CCC(C(=O)Nc2ccc(C(=O)N3CCCCC3)cc2)CC1	1	-9	-2	0.2	0	5	3	-1	-10	0
O=C(Cn1cncn1)N/N=C/c1c2ccccc2cc2ccccc12	4	10	-1	-13	-6	2	2	-1	5	-3
CCc1nnc(NC(=O)CSc2nc3c(cc2C#N)CCC3)s1	4	7	0	1.1	2	2	-5	1	1	29*
COc1cc2oc(=O)cc(CN3CCOCC3)c2cc1Cl	4	4	-1	-1.7	-1	3	.	0	0	-2
Cc1cc2cc(CN(Cc3cccs3)S(=O)(=O)c3ccc4c(c3)OCCO4)c(=O)[nH]c2cc1C	6	0	6	1.7	3	2	5	1	-7	9
CCn1c(S(=O)(=O)O)nc2ccccc21	2	5	-3	-0.8	4	-9	-2	1	2	5
Cc1nc(NC(=O)c2ccc(-c3cc4ccccc4oc3=O)cc2)ccc1Br	1	-3	1	1.4	1	1	2	1	-10	36*
CCN(C[C@@H]1[C@@H](c2ccccc2)[C@H](CO)N1S(C)(=O)=O)C(=O)C1CCC1	0	1	-2	.	-2	-3	.	-3	.	-5
O=C(Nc1ccc2nc(-c3cccs3)c(-c3cccs3)nc2c1)NC1CC1	22	-20	-3	-2.2	-1	0	-38	-1	6	18
O=[N+]([O-])c1ccc2nc(NN=Cc3ccc(O)cc3)sc2c1	22	0	2	0.3	-4	0	10	-3	-7	3
Cc1ccc(NC(=O)CCNS(=O)(=O)c2cccc3nonc23)cc1	-1	-2	2	1.3	-2	0	-7	-2	7	5
CS(=O)(=O)N(CC(=O)NCCC1=CCCCC1)c1ccc2c(c1)OCO2	-6	1	-4	-0.5	1	-1	1	-2	9	-8
Cc1nn(-c2ccccc2)c(C)c1C(=O)OCC(=O)N1c2ccccc2NC(=O)C1(C)C	-3	-1	0	0.8	-3	-1	-3	2	3	1
COc1cc2cc(CN(Cc3nnnn3Cc3ccco3)C3CCCCC3)c(=O)[nH]c2cc1OC	20	19	6	0.5	4	13	3	29*	-2	-4
CC1(C(=O)NNC(=S)NCc2ccco2)CC1(Cl)Cl (stereo not drawn)	0	0	-1	-1.4	0	-3	4	1	1	-3
O=S(=O)(NCC(c1cccs1)N1CCc2ccccc2C1)c1ccccc1 (stereo not drawn)	-2	-11	-3	-4.6	3	3	-24	-1	0	-1
COC1C(OC(=O)/C=C/C=C/C=C/C=C/C(=O)O)CCC2(CO2)C1C1(C)OC1CC=C(C)C (stereo not drawn) (tested in a mixture with another compound)	29	2	-6	-1.9	-3	0	-11	0	3	-7
CCOC(=O)N1CCN(C(=O)C[C@@H]2C[C@@]3(C(=O)OC)CCCCC=C3N(Cc3cccc4ccccc34)C2=O)CC1	8	1	3	-1.1	0	-1	.	3	-7	2
COc1cc(SC)ccc1C(=O)Nc1cccc(C)n1	0	-6	-2	0.9	0	0	-9	0	2	-3
CC(=O)NC12CC3CC(C1)CC(C(=O)NCC(=O)Nc1c(C)cc(C)cc1C)(C3)C2	2	9	-3	-0.5	1	1	0	1	3	2
CCOC(=O)C1(CCOC)CCN(C/C=C/c2ccccc2OC)CC1	-8	0	-6	-2.0	3	3	-6	-2	-11	2
Cc1ccc(CN2CCN(C3CSCCSC3)CC2CCO)cc1 (stereo not drawn)	-8	3	1	2.6	1	-2	0	2	1	5
CN(C[C@@H](Cc1cccc2ccccc12)N(C[C@H](Cc1ccccc1)N(CCc1ccccc1)N=O)N=O)N=O	11	-5	3	1.0	2	-3	0	-4	1	-4
COc1ccc(CCNC(=O)c2cc(S(=O)(=O)N3CCOCC3)ccc2N2CCCC2)cc1OC	-2	3	4	0.4	2	0	0	2	-2	-3
Cn1cccc1C(=O)NC(=O)COC(=O)CCNS(=O)(=O)c1ccc(Cl)cc1	5	3	-4	0.1	-1	-2	0	-2	1	-2
CSc1cccc(NC(N)=S)c1	-2	3	6	-1.4	4	-9	2	1	-1	0
Cn1c(SCC(=O)c2ccccc2F)nnc1C1CC1	6	-1	-4	-1.5	1	-1	2	3	10	-3
Cc1nc([N+](=O)[O-])cn1CCCCN1C(=O)c2ccccc2C1=O	-3	-7	-3	-1.5	6	1	2	-1	-9	-1
COc1cccc(C(=O)NCCNc2nc3cc(C)cc(C)c3cc2C#N)c1	2	-1	0	1.2	-3	-4	.	0	2	1
Cc1ccc2c(c1)cc(CN(Cc1ccco1)C(=O)N1CCOCC1)c1nnnn12	-2	-4	1	0.6	2	3	0	-4	1	.
O=C1CSC(=Nc2ccc(O)cc2)N1c1ccc(O)cc1	1	-1	4	2.0	1	1	0	5	3	-2

Full records, quoted from the list:
O=C1CSC(=Nc2ccc(O)cc2)N1c1ccc(O)cc1 is listed with rCAG RNA binder = 1; mABHD4 FP = -1; MBD2 inh = 4; PG9 Ab binder = 2.0; UHRF1 binding = 1; LEDGF integ inh = 1; HTRA1 inhibitor = 0; PRMT1 FP inh = 5; TCR CD3 inh = 3; NR1D1 modulator = -2
CSc1cccc(NC(N)=S)c1 is listed with rCAG RNA binder = -2; mABHD4 FP = 3; MBD2 inh = 6; PG9 Ab binder = -1.4; UHRF1 binding = 4; LEDGF integ inh = -9; HTRA1 inhibitor = 2; PRMT1 FP inh = 1; TCR CD3 inh = -1; NR1D1 modulator = 0
Cc1nc([N+](=O)[O-])cn1CCCCN1C(=O)c2ccccc2C1=O is listed with rCAG RNA binder = -3; mABHD4 FP = -7; MBD2 inh = -3; PG9 Ab binder = -1.5; UHRF1 binding = 6; LEDGF integ inh = 1; HTRA1 inhibitor = 2; PRMT1 FP inh = -1; TCR CD3 inh = -9; NR1D1 modulator = -1

New compounds follow:
SMILES	rCAG RNA binder	mABHD4 FP	MBD2 inh	PG9 Ab binder	UHRF1 binding	LEDGF integ inh	HTRA1 inhibitor	PRMT1 FP inh	TCR CD3 inh	NR1D1 modulator
CCOC(=O)C1(Cc2cccc(OC)c2)CCCN(C(=O)CCc2cccnc2)C1 (stereo not drawn)	-12	1	-1	-2.0	16	4	-2	-8	-4	3
Cc1ccc(NC(=O)CCCc2ccccc2)c([N+](=O)[O-])c1	-1	-13	6	-1.1	2	2	-5	-2	6	-2
COc1ccc(CS(=O)(=O)CC(C)(O)c2ccccc2)cc1 (stereo not drawn)	0	2	-6	-1.7	0	1	4	0	1	-3
CC(=O)c1sc(NC(=O)C2=NN(c3ccccc3)C(=O)CC2)nc1C	-1	3	-1	-2.7	0	0	5	-4	5	-2
CCOc1ccc(S(=O)(=O)N(CC)CC(=O)NCc2ccco2)cc1C	-5	-4	0	-1.0	2	-8	2	5	-3	-2
COc1cc(/C=N/NC(=O)c2cc(C)oc2C)cc(OC)c1OC	0	-2	-4	-0.2	3	-2	-6	-3	4	-2
O=C(COc1ccccc1Br)N1CCN(C(=O)c2ccco2)CC1	-3	6	-5	-1.0	-4	3	0	-3	5	-4
O=C1CC2(CCN(C(=O)c3ccccc3F)CC2)Oc2ccccc21	-9	-6	-7	0.5	0	0	-3	-1	-3	-4
Cc1ccccc1Nc1c(-c2ccccn2)nc2c(C)cccn12	-3	23	-2	1.0	-5	0	3	0	7	7
CCOc1ccc(/C(O)=C2/C(=O)C(=O)N(c3cc(C)on3)C2c2ccc(C(=O)OC)cc2)cc1 (stereo not drawn)	3	-3	-5	5.2	0	3	5	0	2	3
CN(c1ccc(OCC(=O)N2CCC(C(N)=O)CC2)cc1)S(=O)(=O)c1cccs1	4	-6	-4	-0.8	2	1	4	-2	-4	3
COc1cc2c(cc1OC)C(C(=O)Nc1cccc(C)n1)C(c1cccnc1)N(C)C2=O (stereo not drawn)	-3	4	1	0.3	-1	-3	6	-2	7	-4
Nn1c(SCc2cc([N+](=O)[O-])cc3c2OCOC3)nnc1-c1ccccn1	7	4	4	-0.4	4	-1	4	2	-8	-4
COCCCNC(=O)C[C@@H]1C(=O)N2CCCC3=C2[C@@]1(C(=O)OC)CCCC3	0	-2	-5	.	-2	1	.	2	.	-1
Cc1cc(C(=O)NCC(=O)OCC(=O)NCCc2ccccc2)ccc1[N+](=O)[O-]	0	-8	-5	-0.9	3	1	1	0	-9	0
CCN(CC)CCN1CCN(c2cnc(C)cn2)CC1	2	4	-6	2.4	0	0	.	0	5	-5
CC(O)Cc1cn([C@@H](CCCCNC(=O)OC(C)(C)C)C(=O)N2CCN(C(=O)OC(C)(C)C)CC2)nn1 (stereo partly drawn)	-7	-6	-7	-0.4	4	-6	11	1	-1	4
COc1ccc(-c2nnc3ccc(SCC(=O)Nc4nccs4)nn23)cc1OC	2	4	-3	-0.5	-2	-1	-2	-1	3	2
O=C(Cn1nnc(-c2ccc(Cl)cc2)n1)NCCC1=CCCCC1	-4	2	1	-0.7	0	-5	-1	0	-2	0
O=C(Cc1c[nH]c2ccccc12)NCc1ccco1	2	1	3	0.2	-3	2	-2	-2	6	-3
COc1cccc(S(=O)(=O)N(C)C[C@@H]2Oc3cc(Br)ccc3S(=O)(=O)N([C@@H](C)CO)C[C@@H]2C)c1	4	2	1	0.6	0	-8	-26	-2	2	-1
COc1cc(NS(=O)(=O)c2ccc(Nc3nc(-c4cccc([N+](=O)[O-])c4)cs3)cc2)nc(OC)n1	95*	-1	5	-0.9	0	3	-66	3	-4	-2
CCCN1Cc2cccc(C(=O)NC(CC(=O)OCC)c3ccc(OCC)c(OC)c3)c2C1=O (stereo not drawn)	-6	3	3	0.4	3	-3	-7	0	-8	1
